Source: PubChem BioAssay
KDM5B inh: blocks human KDM5B histone demethylase activity; Q9UGL1; KDM5B demethylase, FDH-coupled NADH fluorescence (FDH is formaldehyde dehydrogenase); Potency, µM (doses to about 57.7 µM), without a hit: top-dose activity change, negative = inhibition, hits mostly inhibitors; actives 2.6% (n = 220,000); AID 1347165; active = well fitted inhibition curve with a large enough effect; inconclusive = small, poorly fitted or top-dose-only effect; inactive = no such curve, though single readings can be large or run the other way; note: 0% is about no effect; nearly all actives have a fitted effect of over 70% in size
Target sequence (Q9UGL1 whole entry, looked up): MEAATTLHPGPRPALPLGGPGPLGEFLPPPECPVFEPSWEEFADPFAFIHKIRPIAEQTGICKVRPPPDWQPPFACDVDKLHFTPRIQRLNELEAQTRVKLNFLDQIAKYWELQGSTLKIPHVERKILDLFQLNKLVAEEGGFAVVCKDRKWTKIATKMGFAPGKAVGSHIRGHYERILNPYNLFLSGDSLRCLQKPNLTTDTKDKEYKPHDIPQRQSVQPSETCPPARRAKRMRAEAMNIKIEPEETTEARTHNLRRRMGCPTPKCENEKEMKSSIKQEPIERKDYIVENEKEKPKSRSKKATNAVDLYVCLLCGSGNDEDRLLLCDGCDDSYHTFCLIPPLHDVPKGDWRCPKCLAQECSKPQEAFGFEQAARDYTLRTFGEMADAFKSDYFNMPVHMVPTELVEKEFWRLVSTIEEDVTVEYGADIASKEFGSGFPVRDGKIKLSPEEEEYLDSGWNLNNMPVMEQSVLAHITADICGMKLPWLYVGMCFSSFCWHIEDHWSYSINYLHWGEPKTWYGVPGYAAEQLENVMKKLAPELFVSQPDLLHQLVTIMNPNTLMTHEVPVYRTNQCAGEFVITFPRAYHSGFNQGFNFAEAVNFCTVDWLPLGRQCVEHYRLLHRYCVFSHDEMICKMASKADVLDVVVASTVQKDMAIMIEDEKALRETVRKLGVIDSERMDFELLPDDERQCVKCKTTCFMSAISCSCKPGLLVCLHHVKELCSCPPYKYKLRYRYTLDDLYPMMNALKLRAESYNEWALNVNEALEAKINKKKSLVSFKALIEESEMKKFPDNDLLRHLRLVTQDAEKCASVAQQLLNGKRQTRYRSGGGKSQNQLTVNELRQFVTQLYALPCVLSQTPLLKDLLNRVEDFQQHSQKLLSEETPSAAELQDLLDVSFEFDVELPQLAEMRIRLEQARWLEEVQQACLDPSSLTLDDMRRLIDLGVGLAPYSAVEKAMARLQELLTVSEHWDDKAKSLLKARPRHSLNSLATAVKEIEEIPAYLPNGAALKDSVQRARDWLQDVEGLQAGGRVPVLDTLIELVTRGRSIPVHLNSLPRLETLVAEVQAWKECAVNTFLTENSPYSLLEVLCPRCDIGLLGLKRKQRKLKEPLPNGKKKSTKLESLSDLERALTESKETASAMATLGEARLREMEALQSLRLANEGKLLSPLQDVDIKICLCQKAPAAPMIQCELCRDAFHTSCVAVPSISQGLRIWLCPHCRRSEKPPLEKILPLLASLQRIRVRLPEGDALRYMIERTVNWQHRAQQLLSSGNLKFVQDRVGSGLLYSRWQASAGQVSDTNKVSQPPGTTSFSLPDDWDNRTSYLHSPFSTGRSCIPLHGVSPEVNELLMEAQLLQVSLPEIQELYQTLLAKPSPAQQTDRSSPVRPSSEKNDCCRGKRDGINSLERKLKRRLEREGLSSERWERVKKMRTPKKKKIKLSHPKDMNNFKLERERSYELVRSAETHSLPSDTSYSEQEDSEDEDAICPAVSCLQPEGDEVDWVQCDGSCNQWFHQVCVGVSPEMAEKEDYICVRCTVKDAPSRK
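Inhibition is measured as reduced NADH fluorescence generation from FDH coupling to formaldehyde release. Truncated KDM5BΔAP at 200 nM final acts on H3K4me3 peptide (12.5 µM in substrate mix) in pH 7.5 HEPES buffer with Tween-20, 30 min, room temperature.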
Active calls of the source: *; ? = inconclusive; [ ] = dose if it differs, or a comment. Potency is the fitted concentration of half-maximal effect.

KDM5B inh,compound
5.8%,Cc1cccc(OCCNC(=O)Cc2n[nH]c(=O)c3ccccc23)c1
14.7%,O=C(CCC1CCCC1)N1CCC2(CC1)CC(N(C(=O)c1ccccc1)C1CC1)CCO2 (stereo not drawn)
-15.1%,CCN1CC(CN(C)Cc2nc(Cc3cccc(F)c3)no2)CC1=O (stereo not drawn)
16.4%,Cc1cnc(NC(=O)C(C)(C)Oc2ccc(Cl)cc2Cl)s1
18.3%,CCN(CC)S(=O)(=O)c1ccc(C)c(N=CN(C)C)c1
-6.6%,CCOc1ccc(NC(=O)Cn2cc(S(=O)(=O)c3ccc(C)cc3)c(=O)c3cc(F)ccc32)cc1
-15.2%,COc1cc(C2CC(=O)Nc3c2c(C)nn3-c2nc(C)cc(C)n2)cc(OC)c1O (stereo not drawn)
0.6%,COc1cccc(N2CC(NC(=O)Nc3nc4c(C)cccc4s3)CC2=O)c1 (stereo not drawn)
11.9%,O=C(NCCc1nccs1)c1cn(CCN2CCNCC2)nn1
37.9%,CC(C)(C)c1ccc(C(=O)NCC(=O)N2CCNC(=O)C2)cc1
11.9%,CCc1nnsc1C(=O)NC(C)c1cnn(-c2ccccc2C)c1C (stereo not drawn)
-1.3%,CCCc1ccc(S(=O)(=O)N2CCN(CC(=O)NC(C)c3cccs3)CC2)cc1 (stereo not drawn)
25.1µM*,COc1cccc(-c2cc3c(=O)n(CCNC(=O)c4ccc(C(C)(C)C)cc4)ccn3n2)c1
-10.1%,O=C1NCCCCCCN(C(=O)CC2CCCCC2)[C@H]2C[C@H](c3nc(-c4cnccn4)no3)C[C@@H]12
-4.6%,COc1ccc(-c2cc(N3CCN(C(=O)c4ccncc4)CC3)n[nH]2)cc1
-9.1%[86.2 µM],CNCc1cn(C[C@H]2O[C@@H](CC(=O)NCc3ccc(F)cc3)[C@H](O)[C@@H]2O)nn1
57.7%[activator][86.2 µM],CN(Cc1cc(C[C@@H]2C[C@H](NCc3ncc[nH]3)C2(C)C)no1)c1ccccc1
-15.1%,N#Cc1cc([N+](=O)[O-])ccc1Nc1ccc2c(c1)CCC2
-8.4%,COc1ccc(S(=O)(=O)Nc2cc(C)on2)cc1
13.0%,Cc1sc2ncnc(SCC(=O)N3CCCC(C(F)(F)F)C3)c2c1C (stereo not drawn)
16.0%,CCCOc1c(I)cc(/C=C(\C#N)C(=O)OCC)cc1OC
-10.0%,CCOC(=O)c1oc2ccc(S(=O)(=O)N3CCCCCCNC(=O)[C@@H]4CCC[C@@H]43)cc2c1C
-21.0%,COc1cc(OC)c(OC)cc1/C=C/c1nc2cc3ccccc3cc2c(=O)n1-c1ccc(F)c(Cl)c1
?,Cc1cccc(C(=O)NC2CCN(c3cc(-c4ccc(F)cc4)[nH]n3)C2)c1 (stereo not drawn)
-0.3%,COc1cccc(C(=O)NCC2Cn3cccc3C(=O)N2CC(C)C)c1 (stereo not drawn)
22.4µM*,Cc1ccc(-c2cc3c(=O)n(CCNC(=O)c4cnccn4)ccn3n2)cc1C
-13.8%,Cc1ccc(C)c(N2CCN(C(=O)c3ccc4c(Cl)c5c(nc4c3)CCCC5)CC2)c1
27.2%,Cc1cc(C)nc(SC2CC(=O)N(c3ccc(Br)cc3)C2=O)n1 (stereo not drawn)
13.7%,Cc1ccc(N2CC(c3noc(-c4ccncc4)n3)CC2=O)cc1 (stereo not drawn)
28.2µM*,O=C(NCc1nnc2c(-c3nc(C4CC4)no3)cccn12)c1cc(F)ccc1Cl
15.6%,O=C(COC(=O)c1ccc(S(=O)(=O)N2CCCCCC2)cc1)NCc1ccccc1
21.0%,CCOc1ccc(S(=O)(=O)N2CCCC(C(=O)NCc3ccncc3)C2)cc1 (stereo not drawn)
10.3%,CCCNc1c(NC(=O)NCC2CCC(C(=O)OCC)CC2)c(=O)oc2ccccc12 (stereo not drawn)
-19.8%[86.2 µM],CC(C)c1ccc(CC(=O)N2CCCc3ncc(C(=O)N(C)c4ccccc4)cc32)cc1
25.5%,CC(=O)NCc1ccc(S(=O)(=O)N2CCCN(C)CC2)cc1
?,CSc1nc(C)nc(C2CC2)c1C#N

3 of the entries above in order of their number in KDM5B inh, smallest number first.
KDM5B inh,compound
21.0%,CCOc1ccc(S(=O)(=O)N2CCCC(C(=O)NCc3ccncc3)C2)cc1 (stereo not drawn)
25.5%,CC(=O)NCc1ccc(S(=O)(=O)N2CCCN(C)CC2)cc1
27.2%,Cc1cc(C)nc(SC2CC(=O)N(c3ccc(Br)cc3)C2=O)n1 (stereo not drawn)

Next records follow:
KDM5B inh,compound
-26.0%,COc1ccccc1C(=O)N(Cc1ccco1)Cc1ccccc1F
-12.3%[86.2 µM],Cc1noc2ccc(-c3cnn(Cc4ccccc4)c3)nc12
8.8%,CSc1ccc(CNC(=O)c2nnn3c2COC(c2ccc(Cl)cc2)C3)cc1 (stereo not drawn)
-24.8%[86.2 µM],CC(C)C[C@@H](NC(=O)C1=C[C@@H](NC(=O)c2cccnc2)[C@@H](O)[C@H](O)C1)C(N)=O
-6.3%,CS(=O)(=O)N1CCCN(C(=O)CCc2c[nH]c3ccccc23)CCNC(=O)CC1c1ccccc1 (stereo not drawn)
-9.4%,Cc1nc(CCNC(=O)C2CCCC2)no1
?,COc1ccccc1N1CCN(C(=O)c2cnc(N3CCOCC3)c3ccccc23)CC1
?,CCCCC1CCNC1 (stereo not drawn)
-14.9%,CC(C)c1nn2c(=O)cc(COC(=O)COc3ccccc3F)nc2s1
22.0%,CNc1nnc(Sc2ccc(S(=O)(=O)NC(C)C)cc2[N+](=O)[O-])s1
5.0%,CC(=O)c1ccc(NC(=O)[C@@H]2CCCN2C(=O)OC(C)(C)C)cc1
-11.0%,CCc1cccc(C)c1NC(=O)c1cc(S(=O)(=O)N(Cc2ccc(C(=O)OC)cc2)Cc2ccc(OC)c(OC)c2)ccc1F
-7.4%,COc1ccc(N2CC(NC(=O)c3ccc(S(=O)(=O)N4CCCC4)cc3)CC2=O)cc1 (stereo not drawn)
-17.3%,Cc1cc(C)c(S(=O)(=O)NCC(c2ccco2)N2CCOCC2)c(C)c1 (stereo not drawn)
-11.9%,COc1ccc(NC(=O)c2nn(-c3ccccc3)ccc2=O)c(OC)c1
-5.2%[86.2 µM],O=C(Nc1ccccc1)N1CCN(c2nc3ncccc3o2)CC1
-8.6%,CN1CCN([C@H]2CCN(C(=O)COCc3ccccc3)C[C@H]2CCCO)CC1
?,COc1ccccc1CN1Cc2cc(NC(=O)c3ccc(OC)c(OC)c3)ccc2OC(C)C1=O (stereo not drawn)
-26.1%,N#Cc1ccc(CNC2(Cc3cc(CN4CCN(c5ccccc5)CC4)on3)COC2)cc1
0.7%,O=C1CCN(S(=O)(=O)c2ccccc2)CCCN(C(=O)CCC2CCCC2)CCN1
?,CN1Cc2nc(NCCOc3ccccc3)ccc2OCC1=O
?,COCCNC(=O)c1ccc(-c2nc(CN3CCc4ccccc43)c(C)o2)cc1
0.1%[86.2 µM],Cc1cccc(O[C@H]2COCCN(C(=O)c3cc(C)nn3C)C2)n1
-25.5%,CC(C)c1ccc(CNC(=O)C2CCN(c3cc(C(F)(F)F)ncn3)CC2)cc1

Five successive entries from above:
KDM5B inh,compound
-5.2%[86.2 µM],O=C(Nc1ccccc1)N1CCN(c2nc3ncccc3o2)CC1
-8.6%,CN1CCN([C@H]2CCN(C(=O)COCc3ccccc3)C[C@H]2CCCO)CC1
?,COc1ccccc1CN1Cc2cc(NC(=O)c3ccc(OC)c(OC)c3)ccc2OC(C)C1=O (stereo not drawn)
-26.1%,N#Cc1ccc(CNC2(Cc3cc(CN4CCN(c5ccccc5)CC4)on3)COC2)cc1
0.7%,O=C1CCN(S(=O)(=O)c2ccccc2)CCCN(C(=O)CCC2CCCC2)CCN1

(list continues)
KDM5B inh,compound
6.2%,O=C(CSc1n[nH]c(=O)n1Cc1ccco1)Nc1ccccc1Cl
23.1%,C=CCNC(=O)CC1CCCN(c2cnn(CC)c(=O)c2)C1 (stereo not drawn)
17.7%,O=C(NC1C2CC3CC(C2)CC1C3)c1cccc(I)c1 (stereo not drawn)
8.4%,O=C(Nc1ccc(F)c(Cl)c1)c1nc2ccccc2nc1N1CCCCC1
35.7%,Cc1cnn(Cc2cccnc2)c1N
?,CCOC(=O)c1oc2nc(CC(C)C)c3c(c2c1N)CCCC3
2.2%,CCOc1ccc(Nc2cc(C)c(C#N)c3nc4ccccc4n23)cc1
-7.0%,CCOc1ccccc1NC(=O)COC(=O)COc1c(Cl)cc(Cl)c2ccc(C)nc12
?,COc1ccc(OC)c(NC(=O)N2CCC3(CC2)Oc2ccccc2C(=O)N3Cc2ccccc2F)c1
-1.8%,CNC(=O)N1CCC(Oc2ncccc2C(=O)N(C)C)C1 (stereo not drawn)
-3.7%,COc1ccc(OCCN(C)C(=O)c2cc(C3CC3)nc3ccccc23)cc1
-15.2%[115 µM],O=C(c1ccccc1)N1CCC2(C1)C(=NC1CCCC1)NC(=O)N2c1cc(F)cc(F)c1 (stereo not drawn)
11.0%,CC(=O)c1ccc(NC(=O)CSc2ncc(-c3ccc(F)cc3)o2)cc1
5.1%,Cc1ccc(C(C)C)cc1OCC(=O)N1CCN(c2nccs2)CC1
4.3%,CSCc1c(C(=O)NCc2nnc3n2CCCCC3)oc2ccccc12
-4.6%,CCOc1ccc2nc(N3CCCC(C(=O)NCCc4ccc(OC)cc4OC)C3)sc2c1 (stereo not drawn)
11.8%,COc1ccc(CN(C)CC(O)COc2ccccc2)c(OC)c1OC (stereo not drawn)
31.9%[86.2 µM],Cc1ccc(C(=O)NC[C@H]2O[C@@H](CC(=O)NCCN3CCOCC3)[C@H](O)[C@@H]2O)cc1
?,Cc1cccc(CNS(=O)(=O)c2ccc(-c3cnc(C4CC4)o3)cc2)c1
?,CC(C)c1nnc(NC(=O)CC[C@H]2NC(=O)c3ccccc3NC2=O)s1
9.1%,COc1ccc(C(=O)Nc2cc(NC(=O)C(C)C)ccc2C)cc1F
-22.0%,Cc1ccc(C(=O)Nc2cccc3cccnc23)cc1C
12.4%,Cc1ccc(S(=O)(=O)NCC(=O)OCc2cc(=O)oc3cc(C)ccc23)cc1
18.1%,CN1CCN(C(=O)CCS(=O)(=O)c2ccccc2)CC(O)C1 (stereo not drawn)
-12.7%,Cc1ccccc1CC(=O)N1CC(C(=O)NC2CCCCC2)C2(CCOCC2)C1 (stereo not drawn)
23.4%,CCC(C)(C(=O)NC1CCCC1)N(Cc1cccs1)C(=O)CNC(=O)c1ccccc1 (stereo not drawn)
-17.3%[86.2 µM],Cc1ccc(CN2C(=O)[C@@H]3C[C@@H](O)CN3C3(CN(C4CCC(F)(F)CC4)C3)C2=O)o1
-14.5%[86.2 µM],COc1ccc(-c2n[nH]c3c2CC(=O)N(CCOc2ccccc2)C3)cc1F
22.0%,CC(NC(=O)c1cccnc1)c1ccc(C(F)(F)F)cc1 (stereo not drawn)
?,CN(C)c1cccc(C(=O)N2CCCC(n3cc(-c4nc(-c5ccccc5)no4)nn3)C2)c1 (stereo not drawn)
6.7%,COC(=O)CNC(=O)N1Cc2c(C)nn(-c3ccccc3)c2-n2cccc2C1c1cccc(C)c1 (stereo not drawn)
10.7%,Cc1cc2oc(=O)cc(CN(C)Cc3nc4ccccc4c(=O)[nH]3)c2cc1C
34.6%[activator],CC1(c2nc(C3CCOCC3)nn2CC2COCCO2)CC1 (stereo not drawn)
-8.9%,CCC(C)(C)C(=O)NCc1cccs1
11.9%[86.2 µM],Cc1ccc(CN2CCC(N3CC4CCCN4C3=O)CC2)cc1 (stereo not drawn)
37.1%[activator],O=C(NCN1CCN(c2ccccc2)CC1)c1cnccn1
-6.8%,Cc1cccc(C(=O)OCC(=O)c2cc(C)ccc2C)c1
-1.4%,Cc1ccc(NC(=O)C2CCC(CNS(=O)(=O)c3cccs3)CC2)cc1C (stereo not drawn)
-11.1%[86.2 µM],COc1cccc(C(=O)N2CCC3(CC2)CC(Cc2ccccc2)=NO3)c1
-5.7%,Cc1cc2cccc(C(=O)N3CCc4nc(-c5cn[nH]c5)[nH]c4C3)c2o1
17.6%,O=C(Cc1nn[nH]n1)Nc1ccc(F)cc1F
-18.8%,CC(C)NC(=O)CSc1nnc(-c2cc3c(s2)CCC(C(C)(C)C)C3)n1C (stereo not drawn)
-1.6%,O=C(Nc1ccc(Cl)c(C(F)(F)F)c1)c1nn(-c2cccc(Cl)c2)ccc1=O
-10.8%[86.2 µM],O=C([C@@H]1C[C@@H](c2ccc(F)cc2)N([S+](=O)([O-])c2cccnc2)C1)N1CCOCC1
-10.1%,O=C(NCc1cccnc1)c1cc(S(=O)(=O)C2CCS(=O)(=O)C2)ccc1F (stereo not drawn)
-1.3%,CCOc1ccccc1NC(=O)CN1CCCN(Cc2cccc(Cl)c2)S1(=O)=O
-0.5%,CNC(=O)c1ccc(-c2nc(CN3CCN(C(=O)Nc4ccc(C)c(F)c4)CC3)c(C)o2)cc1
-6.7%,O=C(c1cccc(F)c1)N1CCC(n2cnnc2-c2ccccc2)CC1
17.3%,CNC(=O)NC(=O)C(C)Sc1nc(C2CC2)nc2ccccc12 (stereo not drawn)
-11.7%,CCOc1ccc(C(=O)NCc2nc3cccnc3n2Cc2ccc(F)cc2)cc1OCC
-0.8%,CCc1ccc(-c2csc(-c3cc4cc(Br)ccc4oc3=O)n2)cc1

Shown as tab-separated lines: entries from further up.
Structure	KDM5B inh
Cc1cc2cccc(C(=O)N3CCc4nc(-c5cn[nH]c5)[nH]c4C3)c2o1	-5.7%
O=C(Cc1nn[nH]n1)Nc1ccc(F)cc1F	17.6%
CC(C)NC(=O)CSc1nnc(-c2cc3c(s2)CCC(C(C)(C)C)C3)n1C (stereo not drawn)	-18.8%
O=C(Nc1ccc(Cl)c(C(F)(F)F)c1)c1nn(-c2cccc(Cl)c2)ccc1=O	-1.6%

Some of the compounds tested; the hit share may differ from the screen's.
